From PubChem
TWEAK-Fn14 inh = inhibitors of TWEAK-Fn14 interaction signaling | TWEAK-stimulated Fn14 reporter cells, luciferase luminescence, 8 h | inhibition, % at 10 µM | hit rate 2% among 360,000 | AID 1159606; in the data active = inhibition above about 50%
SRC3 inh = human NCOA3 inhibition; HEK293 GAL4-SRC3 luciferase reporter, luminescence; inhibition, % at 3.6 µM; hit rate 0.17% among 360,000; AID 588352;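 active = inhibition above a per-campaign cutoff, the mean of all compounds plus 3 SD, cut at about 60% in these data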;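 note: 0% = DMSO-treated cells and 100% = gossypol-treated cells at 36 µM; higher means less SRC3-driven luciferase light from the GAL4 reporter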
NR5A2 inv ag = suppresses constitutive activity of human LRH-1; HEK293T StAR-luciferase reporter, LRH-1 transfected, 24 h; inhibition, % at 3.6 µM; hit rate 0.13% among 360,000;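 active = inhibition above the mean inhibition of all tested compounds plus 3 SD, cut at about 73% in these data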;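 note: 0% = DMSO wells and 100% = reporter-only cells lacking LRH-1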
C8 TRAIL sens = sensitizes caspase-8 expressing cells to TRAIL; NB7+C8 cells + TRAIL, ATPlite viability luminescence; inhibition (viability loss, TRAIL sensitization), % at 10 µM; hit rate 1% among 360,000; AID 624354;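 active = compounds causing at least 50% loss of cell viability in the single-dose screen, relative to plate controls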
LMP1 NFkB inh = reduces LMP1-driven NF-kappaB luciferase signal. LMP1-induced NF-kappaB luciferase reporter cells, luminescence. inhibition, % at 12.5 µM. hit rate 0.69% among 350,000; in the data active = inhibition above about 41%;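 note: 0% = neutral control wells and 100% = reference inhibitor control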
TLR9-MyD88 block = TLR9-MyD88 interaction inhibition | Q9NR96+Q99836 | CHO BLA complementation TLR9-MyD88, CCF4 FRET ratio | inhibition, % at 4.98 µM | hit rate 0.21% among 340,000;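 active = inhibition above the mean over all tested compounds plus 3 SD, cut at about 21% in these data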;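 note: 0% = DMSO only wells and 100% = clavulanate BLA inhibitor control wells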
Target sequence (Q99836 whole entry, looked up): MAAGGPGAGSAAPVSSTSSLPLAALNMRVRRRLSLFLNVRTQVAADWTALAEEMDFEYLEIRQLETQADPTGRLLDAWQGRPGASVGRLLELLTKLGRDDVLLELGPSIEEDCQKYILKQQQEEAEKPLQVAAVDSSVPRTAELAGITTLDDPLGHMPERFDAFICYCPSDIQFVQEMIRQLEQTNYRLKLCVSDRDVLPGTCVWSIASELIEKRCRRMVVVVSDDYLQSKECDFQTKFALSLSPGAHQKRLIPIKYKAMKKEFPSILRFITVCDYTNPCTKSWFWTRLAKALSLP
Target sequence (Q9NR96 whole entry, looked up): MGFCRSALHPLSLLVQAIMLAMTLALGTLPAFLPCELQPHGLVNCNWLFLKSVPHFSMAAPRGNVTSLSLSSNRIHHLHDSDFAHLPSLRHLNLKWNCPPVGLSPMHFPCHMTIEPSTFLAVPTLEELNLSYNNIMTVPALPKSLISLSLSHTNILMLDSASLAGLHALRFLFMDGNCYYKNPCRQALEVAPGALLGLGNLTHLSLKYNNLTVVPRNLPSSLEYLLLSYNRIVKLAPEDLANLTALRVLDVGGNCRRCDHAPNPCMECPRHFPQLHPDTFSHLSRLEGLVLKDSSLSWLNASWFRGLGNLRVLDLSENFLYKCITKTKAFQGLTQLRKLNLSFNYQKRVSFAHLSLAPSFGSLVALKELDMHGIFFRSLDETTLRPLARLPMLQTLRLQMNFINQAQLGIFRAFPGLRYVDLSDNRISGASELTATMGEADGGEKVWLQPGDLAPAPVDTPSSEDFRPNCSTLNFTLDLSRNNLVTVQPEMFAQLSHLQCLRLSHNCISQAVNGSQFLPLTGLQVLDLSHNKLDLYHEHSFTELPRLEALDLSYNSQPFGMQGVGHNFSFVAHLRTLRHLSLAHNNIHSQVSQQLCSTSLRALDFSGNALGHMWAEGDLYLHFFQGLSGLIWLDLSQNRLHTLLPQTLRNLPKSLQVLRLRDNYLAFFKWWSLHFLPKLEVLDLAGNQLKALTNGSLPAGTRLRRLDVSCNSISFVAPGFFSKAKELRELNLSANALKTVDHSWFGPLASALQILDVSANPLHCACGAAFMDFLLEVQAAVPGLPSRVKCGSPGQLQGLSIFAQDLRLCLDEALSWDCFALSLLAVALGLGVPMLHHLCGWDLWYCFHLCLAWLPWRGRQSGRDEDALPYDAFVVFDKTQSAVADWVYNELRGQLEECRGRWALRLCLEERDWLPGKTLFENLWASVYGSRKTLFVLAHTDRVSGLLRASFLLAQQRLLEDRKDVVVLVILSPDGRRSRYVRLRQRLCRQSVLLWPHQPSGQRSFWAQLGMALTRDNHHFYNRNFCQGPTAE
NR2F2 inh = NR2F2 (human) inhibition, primary screen; P24468; HEK293T NGFI-A luciferase reporter, luminescence; inhibition, % at 8.6 µM; hit rate 0.7% among 370,000;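 active = inhibition above a per-plate cutoff, mean inhibition of test wells between control levels plus 3 SD, cut at about 38% in these data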;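 note: cells cotransfected with COUP-TFII expression vector driving the NGFI-A reporter; 0% = median of COUP-TF2 test wells and 100% = reporter-only cells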
NOD2-RIPK2 inh = blocks binding of human NOD2 to RIPK2; O43353; CHO BLA complementation NOD2-RIPK2, CCF4 ratio; inhibition, % at 4.98 µM; hit rate 0.38% among 360,000; in the data active = inhibition above about 21%;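 note: 0% = vehicle only and 100% = reference blocker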
TROY signal inh = blocks TROY-dependent signaling in reporter cells; inhibition, % at 10 µM; Q293 LMP1-TROYcd NF-kB luciferase reporter, 4 h; hit rate 0.98% among 360,000;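 active = compounds whose plate-normalised and pattern-corrected inhibition of the luciferase reporter signal at the single screening dose is 50% or more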
NCOA2 inhibitor = inhibits human steroid receptor coactivator 2. HEK293 GAL4-SRC2 luciferase reporter, luminescence. inhibition, % at 9 µM. hit rate 0.17% among 370,000;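 active = inhibition above the mean inhibition of all tested compounds plus 3 SD, set per campaign, cut at about 52% in these data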;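 note: 0% = DMSO treated cells and 100% = cells given Gossypol at 36 µM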
NCOA1 inh = inhibitors of human steroid receptor coactivator 1 (SRC1); HEK293 GAL4-SRC1 luciferase reporter, luminescence; hit rate 0.12% among 360,000; inhibition, % at 3.6 µM;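 active = inhibition above the campaign mean plus 3 SD, with each screening campaign given its own cutoff, cut at about 60% in these data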;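 note: 0% = DMSO treated cells and 100% = gossypol at 36 µM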
Active calls of the source: *; · = no result given. Only part of the results is shown; count on the stated rates, not on these rows.

SMILES	TWEAK-Fn14 inh	SRC3 inh	NR5A2 inv ag	C8 TRAIL sens	LMP1 NFkB inh	TLR9-MyD88 block	NR2F2 inh	NOD2-RIPK2 inh	TROY signal inh	NCOA2 inhibitor	NCOA1 inh
COc1ccc(NC(=O)c2nc(C)c(C3(C)CC(c4ccccc4)=NO3)s2)cc1 (stereo unspecified)	7	-10	24	21	16	-7	-44	-1	34	-36	-4
CC(CCc1ccccc1)NC(=O)CN1C(=O)NC2(CCCCC2)C1=O (stereo unspecified)	-3	18	1	-3	-7	1	-10	7	-6	14	-8
O=P(c1ccccc1)(c1ccccc1)c1nc(-c2ccccc2)oc1N1CCOCC1	13	12	-2	7	8	3	0	-1	1	6	8
CS(=O)(=O)c1ccc(Nc2nc(C(N)Cc3ccc(Cl)cc3)cs2)cc1 (stereo unspecified)	15	2	3	0	·	·	3	9	20	0	-21
COc1ccc(C(C)(C)C)cc1NC(=O)c1ccc2ncsc2c1	-10	-37	-36	4	-3	-1	-4	-7	-35	-18	-1
CCOC(=O)CC1COCCN1C(=O)CCc1nnc(-c2ccsc2)o1 (stereo unspecified)	0	1	-17	-5	0	-2	-9	-10	-34	-15	-1
COc1ccc(C(=O)CN2C(=O)NC3(CCCCCC3)C2=O)c(OC)c1	-31	0	-25	6	-1	-13	3	9	-26	-7	-16
O=C1NC(Cc2ccc(O)cc2)c2nc3ccc(F)cc3c(=O)n2-c2cc(Cl)ccc21 (stereo unspecified)	12	-10	-11	5	-3	-14	-7	-16	4	-9	9
CCCc1nnc(NC(=O)CCC(=O)N2CCN(Cc3ccccc3)CC2)s1	-1	-4	-10	-6	-3	-3	4	-5	-8	-8	14
CCOC(=O)/C=C(\C)Sc1cc(=O)oc2ccccc12	57*	3	8	-6	50*	-3	-34	0	2	21	0
CCCC(C)NC(=O)c1ccccc1SC (stereo unspecified)	-2	20	18	-15	-2	-11	-14	-3	20	-5	-24
Cc1cc(OCC(=O)Nc2ccccc2F)nc(C(C)C)n1	1	7	-7	-27	-5	0	21	-8	5	1	6
O=C(NNC(=O)c1ccccc1Cl)c1csc(N2CCOCC2)n1	-7	-13	-17	0	-5	0	-12	6	-5	-11	-9
Nc1c(S(=O)(=O)c2cccc(Cl)c2)c2nc3ccccc3nc2n1CCN1CCOCC1	4	0	-12	-17	-2	4	6	-1	-6	-8	-37
Cc1nc2ccc(S(=O)(=O)N(C)CC(=O)N3CCc4ccccc43)cc2s1	-11	16	7	-4	4	-13	3	-11	-17	-10	6
CCCn1c(SCC(=O)Nc2cc(C(=O)O)ccc2C)nc2sc3c(c2c1=O)CCC3	-2	-8	3	0	-10	0	14	-5	5	-23	2
CCc1cc(C(=O)c2ccc(OC)cc2)c(NC(=O)COCC(=O)O)s1	-9	10	-1	-16	9	7	-8	-1	10	3	0
CN1C(C(=O)Nc2cccc(O)c2)=CC(c2cccs2)=NS1(=O)=O	12	6	0	-1	-8	9	1	-3	-1	29	-2
O=C(CNCCC1=CCCCC1)Nc1ccccc1N1CCCCCC1	6	12	5	2	7	0	19	-8	-7	12	10
CC(C)CCN1CCN(C2CCN(c3ccccc3)CC2)CC1CCO (stereo unspecified)	-1	12	0	2	12	5	6	-10	5	5	4
Cc1cc(NC(=O)CCCn2ccc([N+](=O)[O-])n2)n(Cc2ccc(F)cc2)n1	-6	16	-13	-9	-5	1	-11	-2	-1	-39	9
CCc1nnc(NC(=O)CSc2nnc3ncccn23)s1	-18	19	3	0	0	5	·	-23	-13	·	-14
COc1ccc(/C=C/C(=O)c2cc(Br)ccc2O)cc1OC	26	-7	6	13	18	-7	-1	-11	11	-20	-5
COc1cccc(OC)c1OCCOCCn1cnc2ccccc2c1=O	1	18	-6	-3	7	-3	-8	-2	1	4	11
CCC1CCCCN1C(=O)Nc1ccc(F)cc1 (stereo unspecified)	20	11	10	2	-2	7	-1	0	-7	-3	6
SMILES	TWEAK-Fn14 inh	SRC3 inh	NR5A2 inv ag	C8 TRAIL sens	LMP1 NFkB inh	TLR9-MyD88 block	NR2F2 inh	NOD2-RIPK2 inh	TROY signal inh	NCOA2 inhibitor	NCOA1 inh
Cc1ccc(S(=O)(=O)n2nccc2-c2c(-c3ccc(Cl)cc3)noc2C)cc1	21	13	-1	13	-5	·	-25	-11	9	-5	3
CCCCN(C(=O)c1cc(CN2C(=O)c3ccccc3C2=O)ccc1OC)c1c(N)n(CC(C)C)c(=O)[nH]c1=O	3	1	-22	-9	3	-7	10	7	-7	6	-8
COc1ccc(CCNC(=O)/C(=C/c2cccnc2)NC(=O)c2ccccc2)cc1OC	-6	22	1	-3	-8	1	15	-2	-10	-5	-1
O=C(C1=C[C@H](C2CCCCC2)C[C@H](OCc2ccc(CO)cc2)O1)N1CCN(Cc2ccccc2)CC1	-1	2	-1	3	-2	3	7	2	7	7	-3
O=[N+]([O-])c1c(NCCCO)cc(Sc2ccc(Cl)cc2)c2nonc12	48	19	13	16	48*	9	-5	8	79*	-8	-11
Cc1nn(-c2nccs2)c2c1C(=O)CC(C)(C)C2Br (stereo unspecified)	20	5	14	24	-46	4	19	-1	14	15	2
Nc1ccnn1Cc1cccs1	14	6	11	-8	-2	-6	-9	-17	14	-11	-4
COc1ccc(F)cc1S(=O)(=O)Nc1ccc2c(c1)OCO2	-1	-14	-4	-6	-6	3	4	0	14	0	-3
CN(C)S(=O)(=O)c1ccc(Cl)c(C(=O)Nc2cccc([N+](=O)[O-])c2)c1	22	9	18	20	14	-4	37	6	21	10	14
CC(=O)Nc1ccc(Oc2cnccn2)cc1	16	24	-16	1	0	0	10	1	-5	16	7
O=c1oc(-c2ccccc2NS(=O)(=O)c2ccc(F)cc2)nc2ccccc12	-1	0	2	5	3	-7	-9	-10	28	-16	-2
CCN1CCN(C(=O)CSc2ccc(C)cc2)CC1	-14	-37	-20	-6	1	4	-3	-8	-19	-38	-51
COC(=O)C(Cc1c[nH]c2ccccc12)NC(=O)C1CC1 (stereo unspecified)	13	9	-4	-22	-12	3	-1	-6	1	-7	2
Cc1ccc2oc(C(=O)N3CCC(C(N)=O)(N4CCCCC4)CC3)c(C)c2c1	6	-5	19	-10	-13	-12	11	-6	-11	-21	11
CCOC(=O)c1[nH]c(C)c(C(=O)Nc2ccc(C)cc2C)c1C	40	-10	17	22	5	4	·	-7	14	·	-18
CC(C)CCn1c2ccccc2c2cc(CC(N)=O)ccc21	22	4	-5	-11	4	11	-5	4	19	-13	8
O=C(CCC(=O)c1ccccc1)NCc1ccccc1	5	5	5	9	-6	-7	10	1	6	8	-4
CN(C)S(=O)(=O)c1cc(NC(=O)COC(=O)CC2Sc3ccccc3NC2=O)ccc1Cl (stereo unspecified)	-16	-8	5	-2	-10	-4	4	-4	8	-50	0
CCc1ccccc1NC(=O)CCOc1ccccc1	17	-12	14	7	-1	10	·	-2	17	·	16
O=C(NCc1ccccc1)c1ccc2nc(-c3ccco3)c(-c3ccco3)nc2c1	-2	7	-6	3	0	1	8	8	2	-15	-3
COCCCNC(=O)C(C#N)c1nc2ccccc2nc1N1CCN(Cc2ccccc2)CC1 (stereo unspecified)	1	5	-2	7	20	2	5	4	-1	-8	0
O=C(Nc1ccccc1-c1nnn(CC(=O)N2CCN(c3ccccc3)CC2)n1)c1cccs1	18	19	0	-7	21	5	1	-2	6	4	10
CC1CN(C(=O)c2cc3cc(Br)ccc3[nH]2)CC(C)O1 (stereo unspecified)	3	-9	9	-2	-8	4	12	5	8	10	5
Cc1cccc(N2CCN(C(=O)c3cccc(N4CCCC4=O)c3)C(C)C2)c1 (stereo unspecified)	19	-18	22	22	7	-18	17	-8	13	1	4
FC(F)(F)c1cccc(Nc2cc(-c3ccccc3)nc3ncnn23)c1	-4	34	-9	16	4	-11	13	-3	-8	-1	-6
SMILES	TWEAK-Fn14 inh	SRC3 inh	NR5A2 inv ag	C8 TRAIL sens	LMP1 NFkB inh	TLR9-MyD88 block	NR2F2 inh	NOD2-RIPK2 inh	TROY signal inh	NCOA2 inhibitor	NCOA1 inh
NS(=O)(=O)c1ccc(CCNC(=O)c2ccccc2OCc2ccc(F)cc2)cc1	2	15	-20	14	-1	-5	-19	4	1	8	9
COC(/C=C/Nc1ccc(Cl)cc1)=C(C#N)C#N	18	8	19	6	-1	-1	-4	0	11	6	7
O=C(CSc1nnnn1Cc1ccccc1)c1ccccc1F	-12	-10	2	-3	-16	8	-5	-17	-41	-8	-66
CN(C(=O)/C(N=Nc1cccc(C(F)(F)F)c1)=C(\O)C(F)(F)F)c1ccccc1	-2	15	15	2	2	-1	15	-6	-7	0	11
COc1ccc(NC(=O)CN(C)C(=O)Cc2n[nH]c(=O)c3ccccc23)cc1	-4	-9	-29	-2	6	3	-5	-6	2	-23	-14
Cc1ccc(C)n1-n1c(C)nc2scc(-c3cccs3)c2c1=O	23	-3	-2	-2	-7	6	-8	-5	11	-1	-16
Cc1nc(SCC(=O)N(CC(C)C)C2CCS(=O)(=O)C2)c(C#N)c(C)c1C (stereo unspecified)	-14	-9	5	-6	-6	-6	-7	-1	-24	-28	2
CC(C)NC(=O)C(C)N1CCN(S(=O)(=O)c2ccc3ccccc3c2)CC1 (stereo unspecified)	10	11	-4	-1	0	5	-10	-4	4	-10	-9
O=C(C1CCCN(Cc2ccccc2[N+](=O)[O-])C1)N1CCCCC1 (stereo unspecified)	24	3	28	16	7	8	-4	-6	-7	-38	6
Cc1ccc(C2(c3noc(CN(C)CC4COCCO4)n3)CCCC2)cc1 (stereo unspecified)	2	18	-15	7	3	-1	8	-5	-1	-23	-10
COc1cccc(C(=O)NC2CCCN(C3Cc4ccccc4C3)C2)c1OC (stereo unspecified)	2	10	-4	-14	0	7	21	-14	-23	-3	-66
CCS(=O)(=O)c1ccc2oc(SCC(=O)NCCC3=CCCCC3)nc2c1	9	10	4	26	-5	-5	7	3	23	-7	-2
CC(OC(=O)Cn1c(C(F)(F)F)nc2ccccc21)C(N)=O (stereo unspecified)	15	3	7	-5	4	7	7	8	-3	-8	8
CN(C)S(=O)(=O)c1cccc(NC(=O)COC(=O)CCc2nc3ccccc3s2)c1	3	4	-6	-7	-4	-5	-11	-6	-3	-10	3
O=C(NCCc1ccccc1)c1ccc2c(c1)S(=O)(=O)c1cc(Cl)ccc1C2=O	-9	-15	-34	18	0	-3	-7	-2	6	13	-69
Cc1cc(NC(=O)C(C)C)ncc1NC(=O)c1ccccn1	-5	-5	-3	-1	-7	0	-6	-3	-15	-28	-29
COc1cccc(N2C(=O)C3CC=C(Cl)CC3C2=O)c1 (stereo unspecified)	3	8	-3	-17	5	2	11	-5	-5	-19	13
CNC[C@H]1OCc2ccccc2-c2ccccc2C(=O)N([C@@H](C)CO)C[C@H]1C	8	-24	-4	2	0	-19	-9	-11	-14	9	-22

Single records (already shown). Order of screens: TWEAK-Fn14 inh, SRC3 inh, NR5A2 inv ag, C8 TRAIL sens, LMP1 NFkB inh, TLR9-MyD88 block, NR2F2 inh, NOD2-RIPK2 inh, TROY signal inh, NCOA2 inhibitor, NCOA1 inh
Listed for COc1cccc(N2C(=O)C3CC=C(Cl)CC3C2=O)c1 (stereo unspecified) = 3, 8, -3, -17, 5, 2, 11, -5, -5, -19, 13
Listed for COC(/C=C/Nc1ccc(Cl)cc1)=C(C#N)C#N = 18, 8, 19, 6, -1, -1, -4, 0, 11, 6, 7
Listed for CN(C(=O)/C(N=Nc1cccc(C(F)(F)F)c1)=C(\O)C(F)(F)F)c1ccccc1 = -2, 15, 15, 2, 2, -1, 15, -6, -7, 0, 11
